thrombin 1536 – inhibitors of human thrombin; AID 1046; inhibition, % at 5 µM; P00734; 0.26% of 220,000 active; alpha-thrombin, Boc-VPR-AMC fluorogenic substrate cleavage;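 active = inhibition at or above 40%; inactive = inhibition below 40%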;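 note: 0% = enzyme with no compound and 100% = wells without enzyme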
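Test system: human alpha-thrombin; medium: pH 7.5 Tris-saline with Tween 20; times: reaction at room temperature; signal: AMC fluorescence at 355 nm excitation and 460 nm emission; also added: Boc-VPR-AMC substrate, 15 µM final; dosing: one concentration per compound, 5 µM, with 0.2% DMSO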
EBV gp42 block – inhibitors of Epstein-Barr virus glycoprotein 42 | Q1HVG2 | Fluorescence polarization binding assay, mP read-out | inhibition, % (tested at 21.74 µM) | 0.42% of 220,000 active; in the data active = inhibition above about 50%
Target sequence (Q1HVG2 whole entry, looked up): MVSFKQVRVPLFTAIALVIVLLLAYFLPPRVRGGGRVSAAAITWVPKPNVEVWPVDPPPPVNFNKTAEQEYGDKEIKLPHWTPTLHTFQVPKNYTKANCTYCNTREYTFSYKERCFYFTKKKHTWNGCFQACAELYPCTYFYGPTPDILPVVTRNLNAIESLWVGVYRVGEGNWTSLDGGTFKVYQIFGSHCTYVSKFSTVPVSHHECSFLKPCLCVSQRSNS
hK5 inh – inhibitors of human kallikrein 5; Q9Y337; recombinant hK5, fluorogenic AMC substrate cleavage; inhibition, % at 5 µM; 0.59% of 210,000 active; AID 873;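 active = inhibition of 40% or more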;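 note: 0% = enzyme controls without compound and 100% = no-enzyme blanks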
eIF4E-4G inh – inhibitors of eIF4E and eIF4G interaction in translation initiation | AID 782 | inhibition, % at 21.7 µM | TR-FRET eIF4E-eIF4GI(517-606) binding, 2 h | P63073+Q04637 | 0.37% of 220,000 active;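 note: 0% = full FRET control wells and 100% = background wells lacking eIF4GI fragment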
Cl transport mod – modulates chloride dependent transport by human KCC2. Q9H2X9. KCC2 cells, thallium flux FluoZin-2 fluorescence. 2.2% of 190,000 active. B-score of Tl+ flux slope (higher = more flux/activation; lower = inhibition) at 10 µM. AID 1456;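 active = thallium flux slope and its plate-corrected score both differing from the plate sample mean at a set confidence after two filtering rounds, in either direction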;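 note: slope of fluorescence scaled to starting intensity during 10 to 20 s after thallium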
p47phox inh – blocks human p47phox regulatory protein of NADPH oxidases | p47phox/p22phox peptide binding, fluorescence polarization, 2 h | 0.53% of 220,000 active | inhibition, % at 24.7 µM | P14598;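 note: 0% = p47phox with labelled peptide and 100% = labelled peptide alone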
Target sequence (P14598 whole entry, looked up): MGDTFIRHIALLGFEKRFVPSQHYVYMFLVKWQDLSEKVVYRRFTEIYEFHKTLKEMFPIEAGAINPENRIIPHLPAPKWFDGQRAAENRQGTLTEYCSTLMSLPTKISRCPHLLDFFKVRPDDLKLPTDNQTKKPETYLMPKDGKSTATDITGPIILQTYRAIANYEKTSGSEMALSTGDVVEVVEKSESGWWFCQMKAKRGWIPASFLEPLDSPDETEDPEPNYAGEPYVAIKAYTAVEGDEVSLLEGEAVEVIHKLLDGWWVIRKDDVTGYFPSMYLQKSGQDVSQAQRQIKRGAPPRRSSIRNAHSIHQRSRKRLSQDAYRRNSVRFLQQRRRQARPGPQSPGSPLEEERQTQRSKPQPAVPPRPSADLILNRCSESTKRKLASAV
Furin inhibitor – blocks human furin protease activity. purified furin, fluorogenic substrate cleavage. inhibition, % at 30 µM. P09958. AID 463115. 0.061% of 220,000 active; in the data active = inhibition above about 25%; note: inactives centre near -15
14-3-3 Bad PPI – disrupts binding of bovine 14-3-3 zeta to phospho-Bad peptide | P63103 | TR-FRET 14-3-3zeta/Dy647-pBad peptide displacement, 1 h | inhibition, % at 21.7 µM | 0.71% of 220,000 active | AID 781;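 active = inhibition above about 70%, limit read from the data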;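 note: 0% = full 14-3-3 plus peptide FRET controls and 100% = background without 14-3-3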
Rad51 HR inh – blocks human Rad51 in homologous recombination; inhibition, % at 10 µM; 0.085% of 200,000 active; hRad51 DNA strand exchange, fluorescence dequenching; AID 1385; Q06609;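 active = inhibition above 40% at the single screening dose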;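 note: 0% = DMSO control wells and 100% = blanks with heterologous ssDNA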
Target sequence (Q06609 whole entry, looked up): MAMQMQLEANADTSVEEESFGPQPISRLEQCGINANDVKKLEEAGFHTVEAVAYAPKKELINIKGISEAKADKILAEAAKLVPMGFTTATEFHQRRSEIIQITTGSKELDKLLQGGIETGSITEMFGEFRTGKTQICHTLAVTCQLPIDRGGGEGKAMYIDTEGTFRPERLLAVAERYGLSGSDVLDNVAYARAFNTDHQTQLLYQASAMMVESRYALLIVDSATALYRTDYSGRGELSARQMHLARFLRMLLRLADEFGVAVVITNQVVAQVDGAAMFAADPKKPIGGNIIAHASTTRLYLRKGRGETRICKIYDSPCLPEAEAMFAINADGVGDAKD
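System: human Rad51 nucleoprotein filaments preassembled on unlabelled ssDNA. Reagent: labelled 47-mer dsDNA for strand exchange. Schedule: 30-min compound preincubation and 15-min exchange, both room temperature. Measured by: FRET fluorescence dequenching, excitation 485 nm, emission 520 nm. Read-out: Fluorescence-based percent inhibition, control- and blank-normalised. Benchmarks: plate controls and plate blanks.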
* marks the source's active call; other numbers are inactive results; [ ] = remark or other dose.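 Rule for the calls, unless noted: active = inhibition above about 30% (limit read from the data); inactive = the rest.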

Preview:
Screening O=C(CC1COc2ccccc2O1)NCc1ccccc1 (stereo not drawn) returned thrombin 1536 -5, EBV gp42 block -22, hK5 inh -14, eIF4E-4G inh -3, Cl transport mod -0.36, p47phox inh -4, Furin inhibitor -13[20 µM] and 14-3-3 Bad PPI 11.
CC(C)C(c1nnnn1C1CCCCC1)N1CCc2ccccc21 (stereo not drawn) was read as thrombin 1536 -3, EBV gp42 block -6, hK5 inh 8, eIF4E-4G inh 0[fluorescence artefact?], Cl transport mod -0.78, p47phox inh -1, Furin inhibitor -5[20 µM], 14-3-3 Bad PPI 3[fluorescence artefact?] and Rad51 HR inh -3.
Screening O=C(/C=C/c1ccc(Cl)cc1Cl)N1CCN(c2ccc([N+](=O)[O-])c(N3CCOCC3)c2)CC1 returned thrombin 1536 4, EBV gp42 block -19, hK5 inh -2, eIF4E-4G inh 6, Cl transport mod -1.7, p47phox inh -5, Furin inhibitor -4, 14-3-3 Bad PPI 3 and Rad51 HR inh 21.
For CSc1nc2nccc(-c3ccc4c(c3)OCO4)n2n1 the results were thrombin 1536 -3, EBV gp42 block -7, hK5 inh 0, eIF4E-4G inh 0, Cl transport mod 0.036, p47phox inh 4, Furin inhibitor -6, 14-3-3 Bad PPI -2 and Rad51 HR inh 4.
O=C(c1cccs1)N1CCCN(c2ncnc3scc(-c4ccccc4)c23)CC1 was read as thrombin 1536 -4, EBV gp42 block -14, hK5 inh -4, eIF4E-4G inh -2, p47phox inh -5, Furin inhibitor -8, 14-3-3 Bad PPI -8 and Rad51 HR inh 12.

The listing, previewed entries included:
Screening O=C(CC1COc2ccccc2O1)NCc1ccccc1 (stereo not drawn) returned thrombin 1536 -5, EBV gp42 block -22, hK5 inh -14, eIF4E-4G inh -3, Cl transport mod -0.36, p47phox inh -4, Furin inhibitor -13[20 µM] and 14-3-3 Bad PPI 11.
CC(C)C(c1nnnn1C1CCCCC1)N1CCc2ccccc21 (stereo not drawn) was read as thrombin 1536 -3, EBV gp42 block -6, hK5 inh 8, eIF4E-4G inh 0[fluorescence artefact?], Cl transport mod -0.78, p47phox inh -1, Furin inhibitor -5[20 µM], 14-3-3 Bad PPI 3[fluorescence artefact?] and Rad51 HR inh -3.
Screening O=C(/C=C/c1ccc(Cl)cc1Cl)N1CCN(c2ccc([N+](=O)[O-])c(N3CCOCC3)c2)CC1 returned thrombin 1536 4, EBV gp42 block -19, hK5 inh -2, eIF4E-4G inh 6, Cl transport mod -1.7, p47phox inh -5, Furin inhibitor -4, 14-3-3 Bad PPI 3 and Rad51 HR inh 21.
For CSc1nc2nccc(-c3ccc4c(c3)OCO4)n2n1 the results were thrombin 1536 -3, EBV gp42 block -7, hK5 inh 0, eIF4E-4G inh 0, Cl transport mod 0.036, p47phox inh 4, Furin inhibitor -6, 14-3-3 Bad PPI -2 and Rad51 HR inh 4.
O=C(c1cccs1)N1CCCN(c2ncnc3scc(-c4ccccc4)c23)CC1 was read as thrombin 1536 -4, EBV gp42 block -14, hK5 inh -4, eIF4E-4G inh -2, p47phox inh -5, Furin inhibitor -8, 14-3-3 Bad PPI -8 and Rad51 HR inh 12.
`CS(=O)(=O)c1ccc2nc(NC(=O)CN3CCCCCC3)sc2c1` gave thrombin 1536 -1, EBV gp42 block -14, hK5 inh -11, eIF4E-4G inh -6, Cl transport mod -0.71, p47phox inh -9, Furin inhibitor -26, 14-3-3 Bad PPI 67 and Rad51 HR inh 7.
`COC(=O)c1cc(Br)c(=O)n(-c2cc(C)on2)c1` gave thrombin 1536 -10, EBV gp42 block 7, hK5 inh -3, eIF4E-4G inh 1, Cl transport mod -0.67, p47phox inh 2, Furin inhibitor -23, 14-3-3 Bad PPI -3 and Rad51 HR inh 2.
`COC(=O)c1c(NC(=O)c2c(C)noc2C)sc2c1CCCCCC2` gave thrombin 1536 -4, EBV gp42 block -2, hK5 inh -21, eIF4E-4G inh 3[fluorescence artefact?], p47phox inh -2, Furin inhibitor -3[20 µM], 14-3-3 Bad PPI -12 and Rad51 HR inh 8.
`CCOc1ccc(C2C3=C(CCCC3=O)Nc3nc(C(F)(F)F)nn32)cc1OC` (stereo not drawn) gave thrombin 1536 -9, EBV gp42 block -3, hK5 inh -7, eIF4E-4G inh -10, Cl transport mod 0.55, p47phox inh -4, Furin inhibitor 4, 14-3-3 Bad PPI -11 and Rad51 HR inh -5.
`COC(=O)Cn1c(=NC(=O)c2nc3ccccc3s2)sc2cc(S(C)(=O)=O)ccc21` gave thrombin 1536 -6, EBV gp42 block -19, hK5 inh -3, eIF4E-4G inh -1[fluorescence artefact?], Cl transport mod -2, p47phox inh -34, Furin inhibitor -2, 14-3-3 Bad PPI -12 and Rad51 HR inh -69.
CCc1ccc(-n2c(Cc3ccccc3)n[nH]c2=S)cc1 was read as thrombin 1536 0, EBV gp42 block -9, hK5 inh -19, eIF4E-4G inh -1, Cl transport mod 3.1, p47phox inh -8, Furin inhibitor -26, 14-3-3 Bad PPI -8 and Rad51 HR inh -3.
`Cc1cc(C)n(-c2c(F)c(F)c(CN3CCCCC3)c(F)c2F)n1` gave thrombin 1536 0, EBV gp42 block -19, hK5 inh 4, Cl transport mod -0.17, p47phox inh -12, Furin inhibitor -21 and Rad51 HR inh -10.
Screening CCC(=O)N1CCCc2cc(S(=O)(=O)N3CCN(c4ccccn4)CC3)ccc21 returned thrombin 1536 -5, EBV gp42 block -12, hK5 inh 8, eIF4E-4G inh 5, Cl transport mod -0.2, p47phox inh 8, Furin inhibitor -25, 14-3-3 Bad PPI 34 and Rad51 HR inh 4.
`Cc1ccc(-n2c(-c3ccco3)nc3nc4ccccc4nc32)cc1F` gave thrombin 1536 -10, EBV gp42 block -38, hK5 inh -75, eIF4E-4G inh -20, p47phox inh -86, Furin inhibitor -18[20 µM] and 14-3-3 Bad PPI -6.
Screening OCCN1CCN(C(=S)c2ccc(Cl)cc2)CC1 returned thrombin 1536 -1, EBV gp42 block -12, hK5 inh 1, eIF4E-4G inh 2, Cl transport mod -0.72, p47phox inh -10, Furin inhibitor -15[20 µM] and 14-3-3 Bad PPI 5.
For Cc1c(NC(=S)NC(=O)COc2ccccc2)c(=O)n(-c2ccccc2)n1C the results were thrombin 1536 -4, EBV gp42 block -5, hK5 inh -24, eIF4E-4G inh 6, Cl transport mod 0.4, p47phox inh -7, Furin inhibitor -25 and 14-3-3 Bad PPI -4.
`CCOc1ccccc1N=C1NC(=O)CS1` gave thrombin 1536 3, EBV gp42 block -1, hK5 inh -4, eIF4E-4G inh 1, Cl transport mod -0.034, p47phox inh 2, Furin inhibitor -9[20 µM], 14-3-3 Bad PPI -4 and Rad51 HR inh -3.
Screening COCCNC(=O)c1ccc(N(C)S(=O)(=O)c2ccc(OC)c(OC)c2)cc1 returned thrombin 1536 -4, EBV gp42 block 5, hK5 inh 0, eIF4E-4G inh 4, Cl transport mod 0.39, p47phox inh -3, Furin inhibitor -5[20 µM], 14-3-3 Bad PPI 12 and Rad51 HR inh 5.
CC1CCCCN1Cc1ccc(N)cc1 (stereo not drawn) was read as thrombin 1536 -2, EBV gp42 block -3, hK5 inh -10, eIF4E-4G inh -4, Cl transport mod -0.056, p47phox inh 3, Furin inhibitor 5[20 µM], 14-3-3 Bad PPI 23[fluorescence artefact?] and Rad51 HR inh 4.
CCNC(=O)Nc1cc2nc(C)n(Cc3ccc(Br)cc3)c2nc1C was read as thrombin 1536 -1, EBV gp42 block -5, hK5 inh -2, eIF4E-4G inh 3, Cl transport mod 0.07, p47phox inh -6, Furin inhibitor -19 and 14-3-3 Bad PPI -9.
For COC(=O)CCC(=O)Nc1ccc(S(=O)(=O)N2CCCCCC2)cc1 the results were thrombin 1536 0, EBV gp42 block -3, hK5 inh -14, eIF4E-4G inh -1, Cl transport mod 0.12, p47phox inh -4, Furin inhibitor -20[20 µM], 14-3-3 Bad PPI 7 and Rad51 HR inh 11.
`Cc1cc(C)c2[nH]c(=O)c(C(c3nnnn3CC3CCCO3)N3CCC(C)CC3)cc2c1` (stereo not drawn) gave thrombin 1536 -3, EBV gp42 block -8, hK5 inh 13, eIF4E-4G inh -2, Cl transport mod -0.43, p47phox inh -8, Furin inhibitor -14, 14-3-3 Bad PPI 5 and Rad51 HR inh 7.
Screening CCC(OC(=O)c1nsc(Cl)c1Cl)C(=O)NC(C)(C)CC (stereo not drawn) returned thrombin 1536 -2, EBV gp42 block -9, hK5 inh -1, eIF4E-4G inh 4, Cl transport mod -0.051, p47phox inh 7, Furin inhibitor -7, 14-3-3 Bad PPI -12 and Rad51 HR inh 22.
`CN1C(C(=O)Nc2ccccn2)=C(O)c2sccc2S1(=O)=O` gave thrombin 1536 -7, EBV gp42 block -14, hK5 inh -9, eIF4E-4G inh -1, Cl transport mod -0.12, p47phox inh -7, Furin inhibitor -11, 14-3-3 Bad PPI 6 and Rad51 HR inh -6.
O=C(Cc1cccs1)N1CCCC(c2nc(-c3ccc(S(=O)(=O)N4CCCC4)cc3)no2)C1 (stereo not drawn) was read as thrombin 1536 4, EBV gp42 block -24, hK5 inh -5, eIF4E-4G inh 1, Cl transport mod 0.54, p47phox inh -24, Furin inhibitor -16 and 14-3-3 Bad PPI -2.
`COC(=O)C1=C(NC(=O)c2ccc(C)c(C)c2)CCS1` gave thrombin 1536 1, EBV gp42 block -13, hK5 inh 3, eIF4E-4G inh -6, Cl transport mod -0.051, p47phox inh -2, Furin inhibitor -9, 14-3-3 Bad PPI -17 and Rad51 HR inh 1.
For Cn1c(=O)[nH]c(=O)c2c1nc(CN1CCN(c3ccc(F)cc3)CC1)n2CCCc1ccccc1 the results were thrombin 1536 3, EBV gp42 block -5, hK5 inh -7, eIF4E-4G inh 6[fluorescence artefact?], Cl transport mod -0.98, p47phox inh -16, Furin inhibitor -23, 14-3-3 Bad PPI 0 and Rad51 HR inh -3.
CCOc1ccc(N(CC(=O)NCCCOC)S(C)(=O)=O)cc1 was read as thrombin 1536 -5, EBV gp42 block -5, hK5 inh 3, eIF4E-4G inh -1, Cl transport mod 1.2, p47phox inh -3, Furin inhibitor -6, 14-3-3 Bad PPI -4 and Rad51 HR inh -2.
Screening O=C1OCCC1Sc1nnc(-c2ccc3c(c2)OCO3)n1-c1ccccc1 (stereo not drawn) returned thrombin 1536 -1, EBV gp42 block -19, hK5 inh -25, eIF4E-4G inh 1, Cl transport mod -0.026, p47phox inh -8, Furin inhibitor -21, 14-3-3 Bad PPI 25 and Rad51 HR inh -4.
For O=c1oc2ccccc2c(Nc2ccc3ncccc3c2)c1[N+](=O)[O-] the results were thrombin 1536 -2, EBV gp42 block -10, hK5 inh -31, eIF4E-4G inh 6, Cl transport mod -1, p47phox inh -20, Furin inhibitor -20 and 14-3-3 Bad PPI 6.
Screening CCN(CC)c1ncc(C#N)c(N)n1 returned thrombin 1536 -4, EBV gp42 block -7, hK5 inh -7, eIF4E-4G inh 1, Cl transport mod 1, p47phox inh 1, Furin inhibitor -27, 14-3-3 Bad PPI 4 and Rad51 HR inh 6.
Screening O=C(COc1ccccc1)NC1=NCCS1 returned thrombin 1536 -7, EBV gp42 block -8, hK5 inh -27, eIF4E-4G inh -2, Cl transport mod 0.68, p47phox inh -10, Furin inhibitor -15[20 µM], 14-3-3 Bad PPI -12 and Rad51 HR inh 9.

Compound activity deposited in PubChem by several laboratories.
